rCAG RNA binder – binders of r(CAG) RNA repeats, primary screen, biochemical, fluorescence; r(CAG) RNA repeat, TO-PRO-1 dye displacement fluorescence; inhibition, % at 3 µM; 370,000 compounds, 1.3% hits;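 active = inhibition above the plate cutoff, the mean of all test compounds on that plate plus 3 SD, cut at about 35% in these data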;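 also: 0% = DMSO alone and 100% = 100 µM mitoxantrone as full dye displacement; higher means more dye released from RNA so lower well fluorescence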
ARFGAP1 inhibitor – inhibitors of rat ARFGAP1 GAP activity, primary screen, biochemical, fluorescence polarization, GDP tracer; ADP-ribosylation factor GTPase-activating protein 1 (Rattus norvegicus), Q62848; Arfgap1-stimulated ARF1 GTP hydrolysis, GDP FP detection; inhibition, % at 16.5 µM; 360,000 compounds, 0.26% hits; AID 651572, 2012;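 active = inhibition above a per-plate limit, mean inhibition of low control wells plus 3 SD, cut at about 25% in these data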;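 also: 0% = DMSO wells with enzyme and 100% = wells lacking Arfgap1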
Target sequence (Q62848 1-136 limits assumed): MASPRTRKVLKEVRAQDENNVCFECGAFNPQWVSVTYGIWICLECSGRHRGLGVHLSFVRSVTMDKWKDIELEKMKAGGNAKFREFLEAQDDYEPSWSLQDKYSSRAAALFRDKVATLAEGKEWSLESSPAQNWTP
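Replicates: Single well per compound | Assay system: Truncated rat Arfgap1 GAP domain | Control set: No-Arfgap1 wells (100%) versus DMSO full-reaction wells (0%) | Times: Enzyme reaction 120 min at 25 °C after 20 min preincubation | Reagent: Human ARF1(Δ1-17)-GTP substrate | Measured by: Tracer-displacement fluorescence polarization with EDTA stop, 620/688 nm | Measure: Percent inhibition of Arfgap1-stimulated GTP hydrolysis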
ASAP1 GAP inh – inhibitors of human ASAP1 ArfGAP activity, primary screen, biochemical, fluorescence polarization; AID 624377, 2012; Arf-GAP with SH3 domain, ANK repeat and PH domain-containing protein 1 (Homo sapiens), …; 360,000 compounds, 0.19% hits; inhibition, % at 16.5 µM; ASAP1-stimulated ARF1 GTP hydrolysis, GDP FP detection; in the data active = inhibition above about 25%;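 also: 0% = vehicle with enzyme and substrate and 100% = no enzyme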
HTRA1 inhibitor – HTRA1 serine protease inhibitors, primary screen, biochemical, fluorescence polarization, HTS; Q92743; recombinant HTRA1, FP-rhodamine activity-based probe; inhibition, % at 5.96 µM; 340,000 compounds, 0.5% hits; AID 504803, 2011; in the data active = inhibition above about 36%;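 also: 0% = enzyme with DMSO and 100% = wells lacking enzyme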
Target sequence (Q92743 whole entry, looked up): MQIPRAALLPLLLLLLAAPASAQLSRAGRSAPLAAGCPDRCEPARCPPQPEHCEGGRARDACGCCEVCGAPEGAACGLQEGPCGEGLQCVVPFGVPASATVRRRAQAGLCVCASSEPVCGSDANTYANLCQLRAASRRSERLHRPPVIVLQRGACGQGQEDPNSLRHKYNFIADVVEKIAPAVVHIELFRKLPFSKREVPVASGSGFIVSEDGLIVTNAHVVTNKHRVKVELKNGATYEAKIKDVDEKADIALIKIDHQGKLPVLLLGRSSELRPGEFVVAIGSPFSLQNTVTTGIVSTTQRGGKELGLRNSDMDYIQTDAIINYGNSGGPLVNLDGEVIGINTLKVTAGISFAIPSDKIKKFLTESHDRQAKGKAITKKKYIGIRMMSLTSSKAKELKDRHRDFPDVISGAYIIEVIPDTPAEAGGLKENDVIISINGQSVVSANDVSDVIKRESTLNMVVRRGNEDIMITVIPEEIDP
Rev-erbA mod – modulators of Rev-erb alpha DNA binding, primary screen, biochemical, FITC-DNA, fluorescence polarization, uHTS; 370,000 compounds, 0.79% hits; AID 1259318, 2017; activity, % at 10 µM; Nuclear receptor subfamily 1 group D member 1 (Homo sapiens), P20393; Rev-erbα–FITC-DNA binding, 90 min;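 active = activity above about 14%, limit read from the data; passing the limit was not always enough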;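 also: 0% = DMSO wells with 35 nM protein and 100% = DMSO wells with 750 nM protein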
NPR2 activator – human GC-B receptor activators, primary screen, HEK293 GC-B cells, cGMP TR-FRET, EC30 CNP; Atrial natriuretic peptide receptor 2 (Homo sapiens), P20594; 0% at EC30 CNP, 100% saturating CNP; activation, % at 10 µM; 370,000 compounds, 0.11% hits; AID 1920062, 2024;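 active = activation at 10 µM reaching about 35% in either raw or pattern-adjusted values, limit read from the data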
SMARCA2 activ – SMARCA2 (BRM) function activators, primary screen, cell-based, luminescence, high throughput. 370,000 compounds, 1% hits. MG213 cells, MMTV-luciferase reporter, dexamethasone, overnight. AID 652017, 2013. activation, % at 9.1 µM; in the data active = activation above about 7.8%;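 also: 0% = vehicle wells and 100% = reference activator wells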
PG9 Ab binder – binders of HIV-1 gp120 antibody PG9, primary screen, biochemical, TR-FRET; TR-FRET gp120-PG9 antibody binding; HIV-1 gp120 / PG9 antibody interaction; 360,000 compounds, 0.43% hits; inhibition, % at 6.7 µM; in the data active = inhibition above about 8.5%
ABHD4 inh – ABHD4 inhibitors, primary screen, biochemical, fluorescence polarization, mouse. inhibition, % at 8.92 µM. (Lyso)-N-acylphosphatidylethanolamine lipase (Mus musculus), Q8VD66. purified mABHD4, FP-Rh probe fluorescence polarization. 370,000 compounds, 0.54% hits;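 active = inhibition exceeding the mean over every tested compound plus 3 SD, cut at about 30% in these data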;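 also: 0% = plate median of compound wells and 100% = S159A mutant with DMSO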
Target sequence (Q8VD66 whole entry, looked up): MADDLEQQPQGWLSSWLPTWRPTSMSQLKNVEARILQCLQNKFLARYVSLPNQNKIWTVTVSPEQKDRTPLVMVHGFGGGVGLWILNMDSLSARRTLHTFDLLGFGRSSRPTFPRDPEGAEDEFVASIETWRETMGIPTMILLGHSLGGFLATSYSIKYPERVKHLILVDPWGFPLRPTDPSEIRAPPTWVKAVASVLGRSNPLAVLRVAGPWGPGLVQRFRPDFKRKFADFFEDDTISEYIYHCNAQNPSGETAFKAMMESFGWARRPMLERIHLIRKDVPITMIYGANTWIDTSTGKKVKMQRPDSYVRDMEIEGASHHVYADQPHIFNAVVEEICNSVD
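Test system: mABHD4 protein | Buffer or medium: HEPES pH 7.0 buffer, 150 mM NaCl, 0.01% Pluronic F-127 | Probe or stimulus: FP-Rh fluorescent activity-based probe, added after compound pre-incubation | Timing: Pre-incubation 45 min, probe exposure 60 min, at 25 °C | Technique: Fluorescence polarization, excitation 525 nm, emission 598 nm, BODIPY TMR filters | Repeats: Single well per compound (singlicate)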
NPR1 activator – GC-A stimulated cGMP production enhancers – HEK293 GC-A cells, cGMP TR-FRET, EC30 ANP, primary screen; Atrial natriuretic peptide receptor 1 (Homo sapiens), P16066; 0% at EC30 ANP, 100% saturating ANP; activation, % at 10 µM; 370,000 compounds, 0.14% hits; in the data active = activation above about 40%
The depositor's hits bear a star; nt = no result given; & = joins results of further samples.

SMILES	rCAG RNA binder	ARFGAP1 inhibitor	ASAP1 GAP inh	HTRA1 inhibitor	Rev-erbA mod	NPR2 activator	SMARCA2 activ	PG9 Ab binder	ABHD4 inh	NPR1 activator
CCOC(=O)CCC(=O)O[C@H]1[C@H](O[C@@H]2[C@@H](C)[C@H](O[C@H]3C[C@@](C)(OC)[C@@H](O)[C@H](C)O3)[C@@H](C)C(=O)O[C@H](CC)[C@@](C)(O)[C@H](O)[C@@H](C)C(=O)[C@H](C)C[C@@]2(C)O)O[C@H](C)C[C@@H]1N(C)C	0	4	-9	3	6&-1	8	-1	0.6	-5	0
COc1ccc(CCNC(=O)c2ccc(-c3ccc([N+](=O)[O-])cc3)o2)cc1OC	3	10	7	0	-3	22	-5	0.4	-3	24
Cc1cc(C)cc(NC(=O)CSc2nnc(-c3ccncc3)o2)c1	0	16	8	-1	0	-5	0	0.8	1	-9
O=C(CCNC(=O)c1ccc(Cl)cc1)Nc1ccc(Cl)cc1F	1	4	13	-6	7	-8	1	-3.6	-3	-4
COc1ccccc1NC(=S)NCc1ccc(S(N)(=O)=O)cc1	2	0	0	0	0	4	5	-1.4	2	2
Cc1ccc(C)c(-n2nnnc2Sc2nnnn2-c2ccccc2)c1	-5	2	-7	-6	-5	-1	-10	-0.1	-2	0
COc1ccc(C(CNC(=O)c2ccc(S(=O)(=O)Nc3ccc(F)cc3)cc2)N(C)C)cc1 (stereo unspecified)	0	4	3	0	0	1	-3	-1.4	2	-1
COc1ccc(-c2cc3nc(-c4ccccc4)cc(N4CCN(C(=O)c5ccoc5)CC4)n3n2)cc1	11	11	-8	-79	3	-2	-6	0.6	-27	-2
Cc1ccc(C)c(S(=O)(=O)N/N=C/c2cccnc2)c1	2	6	-3	2	5	3	-3	-0.2	4	-1
COc1ccc(C(=O)Nc2ccc(-c3n[nH]c(=S)o3)cc2)cc1	17	-5	-5	2	-2	1	4	-1.9	-3	-1
O=[N+]([O-])c1cccnc1Oc1cccnc1	-1	-7	9	2	-2	8	-3	0.0	-1	-2
COc1ccc(-c2nn(-c3ccccc3)cc2C(=O)NCC(c2cccs2)N2CCOCC2)cc1 (stereo unspecified)	2	-5	-14	-3	-1	-4	-2	-1.5	-2	-6
Nc1cccn2c(-c3ccc(Cl)c(Cl)c3)cnc12	8	0	2	-1	-1	-7	6	-0.1	8	5
CCOC(=O)N1CCN(C(=O)c2nn(C)c3c2CSc2ccccc2-3)CC1	5	4	-5	-5	1	4	-1	-0.2	3	3
Cc1ccc(C(=O)OCC(=O)Nc2ccccc2N2CCOCC2)cc1	1	-9	-1	-7	-2	4	1	1.6	1	7
Cc1ccc(-c2nc3c(c(=O)[nH]c(=O)n3Cc3ccccc3)n2C)o1	24	-3	15	2	-31	10	-2	1.3	1	13
COc1ccc(/C=C(\NC(=O)c2ccc(OC)cc2)C(=O)Nc2ccccc2C(=O)O)cc1	39*	-5	0	-5	-7	3	-2	2.1	8	3
COc1ccccc1N1CCN(C(=O)c2ccc(-c3ccccc3)cc2)CC1	-3	-5	10	-19	0	8	1	-2.4	-2	3
CCCCCOc1ccc(CSC2=NCCN2)cc1[N+](=O)[O-]	-5	15	10	-18	-1	-4	1	0.2	-1	1
CC(C)C12CN3CC(C(C)C)(CN(C1)C31C(=O)Nc3ccccc31)C2=O (stereo unspecified)	-4	-9	-10	-1	-1	3	-3	-0.9	-2	-3
CC(C)OCCCn1c(SC(C)C(=O)NCC2CCCO2)nc2cc(Cl)ccc2c1=O (stereo unspecified)	-6	0	-3	1	-5	-9	1	0.0	1	-14
Cc1cc(NC(=O)C2CCCN(S(=O)(=O)c3cnc[nH]3)C2)ccc1Br (stereo unspecified)	1	-5	-3	-8	5	0	0	-0.1	1	-3
Cc1csc2nc(CNS(=O)(=O)c3ccc(-c4ccccc4)cc3)cn12	2	3	5	-7	6	-6	-1	0.0	-10	-7
COc1ccc(N2CCN(C(=O)c3cccc(Cn4cc(Cl)cn4)c3)CC2)cc1	-6	11	-3	-5	-3	-2	-1	1.1	-11	-2
Cc1cc(C)n2nc(C(=O)OCC(=O)NC3CCS(=O)(=O)C3)nc2n1 (stereo unspecified)	3	5	5	7	3	8	-5	-1.1	4	4

Look-ups from above:
For ARFGAP1 inhibitor, `Cc1ccc(-c2nc3c(c(=O)[nH]c(=O)n3Cc3ccccc3)n2C)o1` has the entry -3
For NPR1 activator, `Nc1cccn2c(-c3ccc(Cl)c(Cl)c3)cnc12` has the entry 5

An excerpt from above in order of SMILES length, falling:
SMILES	rCAG RNA binder	ARFGAP1 inhibitor	ASAP1 GAP inh	HTRA1 inhibitor	Rev-erbA mod	NPR2 activator	SMARCA2 activ	PG9 Ab binder	ABHD4 inh	NPR1 activator
COc1ccc(-c2nn(-c3ccccc3)cc2C(=O)NCC(c2cccs2)N2CCOCC2)cc1 (stereo unspecified)	2	-5	-14	-3	-1	-4	-2	-1.5	-2	-6
COc1ccc(C(=O)Nc2ccc(-c3n[nH]c(=S)o3)cc2)cc1	17	-5	-5	2	-2	1	4	-1.9	-3	-1
Nc1cccn2c(-c3ccc(Cl)c(Cl)c3)cnc12	8	0	2	-1	-1	-7	6	-0.1	8	5

Already shown: an excerpt of the list.
SMILES	rCAG RNA binder	ARFGAP1 inhibitor	ASAP1 GAP inh	HTRA1 inhibitor	Rev-erbA mod	NPR2 activator	SMARCA2 activ	PG9 Ab binder	ABHD4 inh	NPR1 activator
O=C(CCNC(=O)c1ccc(Cl)cc1)Nc1ccc(Cl)cc1F	1	4	13	-6	7	-8	1	-3.6	-3	-4
COc1ccccc1NC(=S)NCc1ccc(S(N)(=O)=O)cc1	2	0	0	0	0	4	5	-1.4	2	2
Cc1ccc(C)c(-n2nnnc2Sc2nnnn2-c2ccccc2)c1	-5	2	-7	-6	-5	-1	-10	-0.1	-2	0
COc1ccc(C(CNC(=O)c2ccc(S(=O)(=O)Nc3ccc(F)cc3)cc2)N(C)C)cc1 (stereo unspecified)	0	4	3	0	0	1	-3	-1.4	2	-1
COc1ccc(-c2cc3nc(-c4ccccc4)cc(N4CCN(C(=O)c5ccoc5)CC4)n3n2)cc1	11	11	-8	-79	3	-2	-6	0.6	-27	-2
Cc1ccc(C)c(S(=O)(=O)N/N=C/c2cccnc2)c1	2	6	-3	2	5	3	-3	-0.2	4	-1
COc1ccc(C(=O)Nc2ccc(-c3n[nH]c(=S)o3)cc2)cc1	17	-5	-5	2	-2	1	4	-1.9	-3	-1
O=[N+]([O-])c1cccnc1Oc1cccnc1	-1	-7	9	2	-2	8	-3	0.0	-1	-2
COc1ccc(-c2nn(-c3ccccc3)cc2C(=O)NCC(c2cccs2)N2CCOCC2)cc1 (stereo unspecified)	2	-5	-14	-3	-1	-4	-2	-1.5	-2	-6
Nc1cccn2c(-c3ccc(Cl)c(Cl)c3)cnc12	8	0	2	-1	-1	-7	6	-0.1	8	5
CCOC(=O)N1CCN(C(=O)c2nn(C)c3c2CSc2ccccc2-3)CC1	5	4	-5	-5	1	4	-1	-0.2	3	3
Cc1ccc(C(=O)OCC(=O)Nc2ccccc2N2CCOCC2)cc1	1	-9	-1	-7	-2	4	1	1.6	1	7
Cc1ccc(-c2nc3c(c(=O)[nH]c(=O)n3Cc3ccccc3)n2C)o1	24	-3	15	2	-31	10	-2	1.3	1	13
COc1ccc(/C=C(\NC(=O)c2ccc(OC)cc2)C(=O)Nc2ccccc2C(=O)O)cc1	39*	-5	0	-5	-7	3	-2	2.1	8	3

(next part)
SMILES	rCAG RNA binder	ARFGAP1 inhibitor	ASAP1 GAP inh	HTRA1 inhibitor	Rev-erbA mod	NPR2 activator	SMARCA2 activ	PG9 Ab binder	ABHD4 inh	NPR1 activator
O=C(O)COc1ccccc1/C=N/NC(=O)c1cc(-c2ccc(F)cc2)nc2ccccc12	55*	5	0	-17	2	0	-2	0.7	-11	-2
CCOC(=O)CN1C(=O)C(=O)N(Cc2c(F)cccc2Cl)C1=O	0	1	-12	-3	-2	3	-4	-0.4	-6	1
COc1ccc(C2N=C(c3ccccc3)C(C)(C)N2O)cc1OC (stereo unspecified)	-3	8	-5	2	2	5	1	-0.7	7	1
CC1CCc2nn(CC(=O)NC3CCCC(C)C3C)cc2C1 (stereo unspecified)	-8	0	6	-6	1	5	-1	-0.1	3	2
C/C(=N\Nc1ncc(Cl)cc1Cl)c1ccc2c(c1)OCO2	1	7	12	0	1	-3	4	-0.1	5	1
CC(=O)c1cc2c(cc1NC(=O)CCC1CCCC1)OCO2	-6	5	-9	nt	3	0	-1	-0.1	0	-2
C=CCN(c1ccccc1C(=O)O)S(=O)(=O)c1ccc(NC(=O)OC)cc1	-2	2	-13	3	-5	-2	-5	2.7	35*	2
COCCNCc1cc(C)n(-c2cc(S(=O)(=O)N3CCOCC3)ccc2N2CCCC2)c1C	6	4	18	7	-8	5	-4	-2.8	13	-1
O=C(NCCCN1CCOCC1)c1ccc2c(c1)N(Cc1c(F)cccc1Cl)C(=O)c1ccccc1S2	-2	14	6	-9	-5	-11	-2	0.6	5	-9
O=C(Nc1cccc2[nH]ncc12)c1ccc(F)cc1	2	-8	-5	-7	-3	-1	-1	0.1	-5	-2
CCc1ccccc1NC(=O)CSc1n[nH]c(-c2cccnc2)n1	0	12	-6	1	-1	2	-5	0.3	0	1
O=S(=O)(c1ccc(SCc2ccc(Br)cc2)nc1)N1CCCCC1	7	0	-9	-10	4	-5	-2	-1.9	0	1
Cc1ccnc(SCC(=O)Nc2sc3c(c2C#N)CCCC3)n1	1	4	0	-9	-5	-7	-6	1.7	8	2
Cc1ccc(-c2nc3s/c(=C\c4ccco4)c(=O)n3n2)cc1	25	3	4	13	-6	-4	-1	-0.8	-2	2
CCOC(=O)CNc1ccc(C(=O)OCC)cc1[N+](=O)[O-]	-1	-16	-16	-6	-1	0	-3	-0.7	9	2
CCOc1ccc(C(C)(C)C)cc1S(=O)(=O)n1nc(C)cc1C	-10	4	3	-4	6	4	-1	1.7	-4	0
O=C(NCc1cccs1)c1ccccc1F	2	-4	4	-2	-6	-1	0	0.9	1	0
CCCCn1nc(C(=O)Nc2nc3c(s2)CCCC3)c2ccccc2c1=O	4	11	0	-4	0	1	-3	0.2	7	3
Cn1c(N)c(C(=O)COC(=O)CCCOc2ccc(Cl)cc2Cl)c(=O)n(C)c1=O	-1	6	-2	-6	-5	5	2	-2.2	0	27

Source: PubChem (several laboratories)

This is a random part of the collection; any-hit rate near 4.4%.
